# TCR CD3 inh: blocks the human TCR-CD3 interaction; TAMRA-labeled TCR probe fluorescence, biochemical; inhibition, % at 9.4 µM; 360,000 tested, 0.37% active; AID 651800; in the data active = inhibition above about 19%;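 also: recombinant mutant TCR 2C K166C tagged with TAMRA read by polarization; 0% = receptor in buffer alone and 100% = receptor with positive control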
# SIAE primary: human SIAE inhibition, primary screen. 370,000 tested, 0.69% active. SIAE FP-Rh probe binding, fluorescence polarization. Q9HAT2. inhibition, % at 9.66 µM;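 active = inhibition above a cutoff: mean of compounds within the control limits plus 3 SD of those, cut at about 17% in these data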;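 also: 0% = plate median of compound wells and 100% = probe without SIAE protein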
# PRMT1 inh: blocks human protein arginine methyltransferase 1; Q99873; recombinant PRMT1, activity-based probe fluorescence polarization; inhibition, % at 2.79 µM; 370,000 tested, 1.3% active; AID 652257;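 active = inhibition above about 21% made by adding two undisclosed values, limit read from the data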
# NPR2 activator: GC-B (human) receptor activation; P20594; HEK293-GC-B cells, CNP EC30, cGMP TR-FRET; 0% at EC30 CNP, 100% saturating CNP; activation, % at 10 µM; 370,000 tested, 0.11% active; AID 1920062;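 active = activation at 10 µM reaching about 35% in either raw or pattern-adjusted values, limit read from the data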
# HTRA1 inh: blocks human HTRA1 serine peptidase; Q92743; recombinant HTRA1, FP-rhodamine activity-based probe, fluorescence polarization; inhibition, % at 5.96 µM; 340,000 tested, 0.5% active; AID 504803; in the data active = inhibition above about 36%;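 also: 0% = enzyme with DMSO and 100% = wells lacking enzyme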
# GC-A act: GC-A (human) enzyme activation; HEK293 GC-A cells, cGMP TR-FRET, EC30 ANP; 0% at EC30 ANP, 100% saturating ANP; activation, % at 10 µM; 370,000 tested, 0.14% active; P16066; in the data active = activation above about 40%
# MBD2 inh: blocks human MBD2 binding to methylated DNA. inhibition, % at 4.4 µM. Q9UBB5. 370,000 tested, 0.31% active. AID 686964. TR-FRET, MBD2 binding to methylated oligonucleotide; in the data active = inhibition above about 13%
# rCAG RNA binder: molecules binding r(CAG) RNA repeats; inhibition, % at 3 µM; 370,000 tested, 1.3% active; r(CAG) RNA repeat, TO-PRO-1 dye displacement fluorescence; AID 651821;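 active = inhibition above the plate cutoff, the mean of all test compounds on that plate plus 3 SD, cut at about 35% in these data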;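 also: 0% = DMSO alone and 100% = 100 µM mitoxantrone as full dye displacement; higher means more dye released from RNA so lower well fluorescence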
# mABHD4 FP: ABHD4 (mouse) inhibition, primary FP screen; purified mABHD4, FP-Rh probe fluorescence polarization; 370,000 tested, 0.54% active; AID 720543; inhibition, % at 8.92 µM; Q8VD66;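 active = inhibition exceeding the mean over every tested compound plus 3 SD, cut at about 30% in these data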;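 also: 0% = plate median of compound wells and 100% = S159A mutant with DMSO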
#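 Material: mouse ABHD4 enzyme, wild type; Benchmarks: S159A mutant high control, sample median low control; Buffer or medium: HEPES pH 7.0, NaCl, Pluronic buffer; Signal: fluorescence polarization; Read-out: percent inhibition of probe binding, normalized to plate controls; Timing: pre-incubation 45 min, probe exposure 60 min, at 25 °C; Dosing: 8.92 µM, single dose.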
# UHRF1 MBD2 ctr: UHRF1 methyl-DNA binding inhibition | Q96T88 | UHRF1 binding to methylated oligo, TR-FRET | inhibition, % at 4.4 µM | 370,000 tested, 0.75% active; in the data active = inhibition above about 21%;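 also: UHRF1 SRA domain binding a hemimethylated CpG hairpin DNA probe; 0% = median of test compound wells and 100% = reference inhibitor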
# Target sequence (Q96T88 whole entry, looked up, the tested form may be a part): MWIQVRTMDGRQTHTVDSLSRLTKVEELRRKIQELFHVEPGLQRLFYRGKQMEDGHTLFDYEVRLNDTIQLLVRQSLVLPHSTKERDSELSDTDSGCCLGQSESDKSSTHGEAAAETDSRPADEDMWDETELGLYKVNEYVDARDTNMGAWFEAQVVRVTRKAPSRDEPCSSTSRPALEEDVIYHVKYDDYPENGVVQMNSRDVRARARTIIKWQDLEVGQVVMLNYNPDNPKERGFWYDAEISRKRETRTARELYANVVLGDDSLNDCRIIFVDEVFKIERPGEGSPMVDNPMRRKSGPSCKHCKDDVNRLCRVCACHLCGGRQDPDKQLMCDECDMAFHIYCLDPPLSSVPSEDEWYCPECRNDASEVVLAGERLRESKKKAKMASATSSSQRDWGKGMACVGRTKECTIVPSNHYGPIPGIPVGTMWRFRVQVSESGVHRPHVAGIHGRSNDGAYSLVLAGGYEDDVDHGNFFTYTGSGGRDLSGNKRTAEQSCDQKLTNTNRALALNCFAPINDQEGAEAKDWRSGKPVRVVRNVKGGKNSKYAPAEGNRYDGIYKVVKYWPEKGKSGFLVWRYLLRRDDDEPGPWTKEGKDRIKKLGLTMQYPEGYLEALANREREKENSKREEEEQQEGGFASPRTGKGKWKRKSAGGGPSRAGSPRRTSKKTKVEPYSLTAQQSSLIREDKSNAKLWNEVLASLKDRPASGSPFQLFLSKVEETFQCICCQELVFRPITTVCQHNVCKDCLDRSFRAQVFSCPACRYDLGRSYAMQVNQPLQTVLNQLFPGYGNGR
# * = called active by the depositor; . = no result given; & = joins results of further samples. This is a subset, so the mix of outcomes need not match the whole.
SMILES,TCR CD3 inh,SIAE primary,PRMT1 inh,NPR2 activator,HTRA1 inh,GC-A act,MBD2 inh,rCAG RNA binder,mABHD4 FP,UHRF1 MBD2 ctr
c1cc2c(cn1)cnc1cscc12,2,3,-3,-2,1,3,-12,3,2,-10
O=C1CC(N(Cc2ccc3c(c2)OCO3)C(=O)Nc2ccc(F)cc2)C(=O)N1c1ccccc1 (stereo unspecified),6,7,-3,1,-10,1,2,7,-12,-3
COCCNc1cc(C)c(C#N)c2nc3ccccc3n12,-4,0,1,4,5,8,-6,0,-5,-2
O=C(Nc1nccs1)c1ccc2c(=O)n3c(nc2c1)CCCCC3,3,-3,-4,1,-3,6,3,6,-1,-1
CSc1nc(N)c(C(=O)N(c2ccccc2)c2ccccc2)s1,-2,0,1,-4,-6,-5,4,2,-5,0
O=C(C1CC(=O)N(C2CCCC2)C1)N1CCC(Cc2ccccc2)CC1 (stereo unspecified),2,5,0,3,6,7,5,-7,-2,4
Cc1ccc(OCCCCN2CCCCC2)cc1,2,-3,-1,0,4,3,-6,-1,5,-2
COCCn1c(C)cc(C(=O)CSc2nnc(C3CC3)n2C2CC2)c1C,2,1,6,-1,6,3,1,-1,0,1
O=C(Cn1c(CN2CCCCC2)nc2ccccc2c1=O)NCc1ccco1,-2,4,-1,-2,-3,4,-7,1,-6,-3
N#Cc1ccccc1OCC(=O)Nc1ccc(N2CCOCC2)cc1N1CCOCC1,1,0,-2,3,1,3,-2,2,-1,0
O=C(NN=C1C2CC3CC(C2)CC1C3)c1cc(Cl)ccc1O,10,-1,0,1,25,-2,3,10,8,2
Nc1nc(NCC2CCCO2)nc(Nc2ccccc2F)c1[N+](=O)[O-] (stereo unspecified),-2,-2,-1,-11,-9,1,-3,3,-2,-1
COc1ccccc1N1CCN(C(=O)c2cn(C)c3ccc(S(=O)(=O)N4CCOCC4)cc3c2=O)CC1,2,2,-2,5,4,5,-2,-3,3,0
O=C(/C=C/c1cc(Br)ccc1F)Nc1cccnc1,-4,-9,4,-3,-15,-8,-6,2,-7,3
Cc1cccc(C2NC(=O)c3c(sc(C)c3C)N2)c1O (stereo unspecified),1,5,53*,-5,-5,-4,-4,6,10,-3
CCn1cc(C(=O)N[C@@H](CC(C)C)C(=O)NCCCn2ccnc2)c(=O)c2cc3c(cc21)OCO3,7,3,2,3,-4,2,0,-5,5,0
O=c1c(Cc2ccc(F)cc2)c(O)ccn1Cc1cccc(Cl)c1,3,0,-2,0,-9,-2,3,1,-15,-2
COc1ccc(-c2cc(=O)oc3cc(OC(C)C(=O)NC(Cc4c[nH]c5ccc(O)cc45)C(=O)O)ccc23)cc1 (stereo unspecified),-2,4,6,-4,4,4,-2,44*,8,0
CCCN(CCC)S(=O)(=O)c1ccc(C(=O)Nc2cc3oc4ccccc4c3cc2OC)cc1,-2,-2,-2,2,3,-1,3,2,3,3
CCOC(=O)Cn1cnc2scc(-c3ccccc3)c2c1=O,3,7,-6,-2,13,0,-4,0,3,1
Cc1cc(C)nc(N/N=C/c2ccc(Cl)cc2)n1,-2,5,0,0,5,-2,0,-2,4,-2
CC(C)N1CCc2c(sc(NC(=O)C(F)F)c2-c2nc3ccccc3s2)C1,.,-1,29*,-2,.,8,2,.,6,-37
COc1ccc2nc(SCC(=O)NCC(F)(F)F)[nH]c2c1,2,-4,-1,6,1,-2,-3,-2,2,0
Cc1ccc(C2=NNC(=O)C(P(=O)(c3ccccc3)c3ccccc3)C2)cc1 (stereo unspecified),-2,-2,-4,0,5,-1,-1,-1,-9,2
CC1=NN(C(=O)CCc2ccccc2O)C(O)(C(F)(F)F)C1 (stereo unspecified),6,6,2,1,1,-3,-1,2,3,3

# 3 entries already listed, arranged by number of heavy atoms, smallest number first:
SMILES,TCR CD3 inh,SIAE primary,PRMT1 inh,NPR2 activator,HTRA1 inh,GC-A act,MBD2 inh,rCAG RNA binder,mABHD4 FP,UHRF1 MBD2 ctr
CC1=NN(C(=O)CCc2ccccc2O)C(O)(C(F)(F)F)C1 (stereo unspecified),6,6,2,1,1,-3,-1,2,3,3
O=c1c(Cc2ccc(F)cc2)c(O)ccn1Cc1cccc(Cl)c1,3,0,-2,0,-9,-2,3,1,-15,-2
CC(C)N1CCc2c(sc(NC(=O)C(F)F)c2-c2nc3ccccc3s2)C1,.,-1,29*,-2,.,8,2,.,6,-37

# Continuation.
SMILES,TCR CD3 inh,SIAE primary,PRMT1 inh,NPR2 activator,HTRA1 inh,GC-A act,MBD2 inh,rCAG RNA binder,mABHD4 FP,UHRF1 MBD2 ctr
Cc1ccc(CN=C2Nc3ccccc3CS2)cc1,0,-5,1,0,-17,0,0,-3,7,1
O=C(O)CCCCCn1c(SCC(=O)c2ccc(O)c(O)c2)nc2ccsc2c1=O,25*,13,24*,-4,9,-2,1,24,34*,7
CCOC(=O)CN1C(=O)C2(OCCCO2)c2ccccc21,-3,3,-1,-5,-8,2,-6,1,6,3
CN1CCc2c(sc(NC(=O)Cc3ccccc3)c2C(N)=O)C1,-9,-6,6,4,9,4,9,0,-8,3
c1ccc(-c2csc3nnc(SCc4ccc5c(c4)OCCO5)n23)cc1,-3,1,-1,-4,-9,-4,2,-6,0,-1
CCCCSc1nc(O)c(Cc2ccccc2)c(=O)[nH]1,4,-1,-1,0,1,1,3,1,18,3
CCN1CCN(C(=O)CN(c2cc(OC)ccc2OC)S(C)(=O)=O)CC1,-5,13,-4,10,8,0,4,3,-4,2
Cc1cccc(NC(=O)CCOc2ccccc2)c1,0,-1,6,3,-19,6,4,-3,3,1
Cc1nnc(NC(=O)NC(C)N2C(=O)C3C4C=CC(C4)C3C2=O)s1 (stereo unspecified),2&-4,-2&3,-2&2,10&-5,4&-1,-3&-1,3&0,1&3,-1&10,1&2
COc1ccc(Nc2nc(N)nc(CSC(=S)N3CCOCC3)n2)cc1,-1,-3,3,-1,4,1,3,-3,-1,3
CCCC(C)NC(=O)C1c2ccccc2Oc2ccccc21 (stereo unspecified),-1,0,-3,-4,8,-7,-2,-1,-1,3
S=C1Nc2ccccc2Sc2ccc(Cl)cc21,-1,3,0,-9,0,-6,-4,6,2,-5
COc1ccc(CN(CCN2CCOCC2)C(=O)c2ccc(C)cc2)cc1OC,.,-2,3,-8,.,3,-2,2,6,-1
CCn1c(C)nc2cc(S(=O)(=O)C(F)(F)F)ccc21,1,-6,-2,-8,1,-4,-1,-2,-2,1
O=c1cc[nH]c2c(Cl)cccc12,9,1,2,3,-18,0,0,-1,0,0
O=C(Nc1ccc(Br)cc1)N1CCCCCCC1,2,-2,-2,-4,-6,0,-3,1,-1,0
CCc1c(C)[nH]c2ccc(C)cc2c1=O,-1,-1,1,0,5,0,1,-1,1,1
CS(=O)(=O)n1nc(OC(=O)c2cccc3ccccc23)cc1N,7,-2,-2,-2,-8,-1,1,6,2,-2
CC1CCc2c(sc3nc(CSc4nnnn4C)[nH]c(=O)c23)C1 (stereo unspecified),-9,-3,4,-4,4,-1,2,7,5,-3
c1coc(-c2nnc3sc(Cc4cccs4)nn23)c1,8,-3,64*,-2,15,2,19*,36*,19,71*
COCCCNC(=O)Cn1cc(C(=O)C2CC2)c2ccccc21,1,3,0,-4,-2,-1,3,1,0,1
CNC(=O)c1ccc(NC(=O)CC23CC4CC(CC(C4)C2)C3)cc1,-2,-4,3,6,-3,-2,1,1,-3,2
O=C1Nc2c(c(=O)[nH]c(=O)n2-c2ccccc2)C(C(F)(F)F)(C(F)(F)F)N1,-3,-7,1,1,-9,-1,3,-3,2,3
OC1(c2ccc(Cl)cc2)CCN(Cc2nc(-c3cnccn3)no2)CC1,-6,-4,6,0,6,1,1,-3,3,2
O=c1c2ccccc2nc2ccc(NCc3ccco3)nn12,19,2,10,4,4,1,-9,1,8,-3

# New compounds follow.
SMILES,TCR CD3 inh,SIAE primary,PRMT1 inh,NPR2 activator,HTRA1 inh,GC-A act,MBD2 inh,rCAG RNA binder,mABHD4 FP,UHRF1 MBD2 ctr
Cc1ncsc1CCSc1n[nH]c(=O)n1-c1ccccc1,3,-4,1,-7,6,-4,4,-1,-4,4
CCCNC(=O)CN(c1ccc(F)c(Cl)c1)S(C)(=O)=O,4,4,0,-3,1,0,-9,2,-4,1
O=C(NNS(=O)(=O)c1ccccc1[N+](=O)[O-])c1cc2ccccc2cc1O,20*,5,5,-1,19,8,-4,36*,25,-1
Cc1cccc(N(Cc2cc3ccccc3[nH]c2=O)S(C)(=O)=O)c1,3,-4,-2,-10,-7,-14,3,3,-2,-2
COc1cccc(NC(=O)C2CCC2)c1,4,4,-1,0,-3,1,1,0,9,-1
CCOc1cccc2sc(N(CCN(C)C)C(=O)c3ccc(Br)s3)nc12,-3,-1,5,-15,4,-31,-4,-5,0,1
CCOc1ccc(C(=O)OCC(=O)c2c(N)n(C)c(=O)n(C)c2=O)cc1OCC,6,2,-1,6,5,-3,-5,0,3,1
CC(=O)NC(Cc1c[nH]c2ccccc12)C(=O)OCC(=O)Nc1ccc2c(c1)OCO2 (stereo unspecified),-2,11,1,-1,1,1,-5,-3,-4,4
O=C(Nc1nncs1)C1(c2ccccc2)CCCC1,5,2,-2,2,2,-1,-3,0,-1,0
Cc1onc(-c2ccccc2)c1C(=O)N[C@@H]1C(=O)N2C1SC(C)(C)[C@@H]2C(=O)O (stereo partly specified),5,-2,-2,1,5,1,-2,3,0,-1
CCSc1ccccc1C(=O)N1CCCC1,3,8,1,5,3,5,0,4,1,0
O=C(C[n+]1ccccc1)N/N=C/c1ccc(Br)cc1,-4,3,-1,-2,-3,0,2,1,5,-2
CN(C(=O)Cn1nc(Cl)ccc1=O)C1CCCN(Cc2ccccc2F)C1 (stereo unspecified),-1,3,1,1,6,0,-2,-5,7,4
COc1cc(C(O)c2nc(-c3ccccc3C)cs2)ccc1F (stereo unspecified),-6,6,2,-10,.,2,2,0,-8,-1
Cc1cccc(NC(=O)Cn2c(/C=C/c3ccccc3)nc3ccccc32)c1,3,6,-2,-1,-41,-2,-5,20,-6,0
CCOC(=O)C1CCN(Cc2cc(=O)n3c(-c4ccccc4)csc3n2)CC1,4,-1,-2,5,-9,7,-3,-1,-2,0
O=C(CC1COc2ccccc2O1)NC1CCCCC1 (stereo unspecified),2,-2,-3,-2,4,-2,-4,0,-2,3
CCOc1ccccc1C(=O)NCC(=O)OCc1c(C)noc1C,-8,-6,1,8,2,-3,2,-5,4,0
CCOc1ccc(/C=C/C(=O)Oc2ccc(OC)cc2)cc1,-5,-6,-1,-5,1,2,-1,-2,2,0
CC1CC(C)CN(C(=O)Cn2nnc(-c3ccc(Br)cc3)n2)C1 (stereo unspecified),1,-1,-4,-2,-13,-1,-3,-2,-1,1
O=C(NC(=O)c1ccc(Cl)cc1)Nc1cc(N2CCCCC2)ncn1,2,0,2,-1,-3,4,6,2,2,18
O=C(Nc1ccc(N2CCCC2)c(Cl)c1)c1ccc([N+](=O)[O-])cc1,5,1,2,-11,-5,1,3,3,10,1
O=C(CSc1nc2nc(-c3cccs3)cc(C(F)(F)F)c2c(=O)[nH]1)Nc1ccc(F)c(F)c1,-2,-67,0,-1,-97,2,2,68*,-58,-3
CC(C)c1nc2ccc(NC(=O)C3CCCCC3)cc2[nH]1,1,5,-2,1,3,3,2,-3,-2,0
COc1ccc(C(=O)N(CN2CCCC2=O)c2nccs2)cc1OC,-2,1,0,3,-2,2,-2,0,0,1
Nc1nc(SCC(=O)Nc2cccnc2Cl)n[nH]1,-4,-1,5,2,-14,4,1,0,-1,2
